Screening results deposited in PubChem by The Scripps Research Institute Molecular Screening Center.
Tn6 DDE FP: inhibitors of Tn6 peptide binding to fibrin DD(E), primary screen, biochemical, fluorescence polarization, human fibrin, Tn6 probe; Fibrinogen beta chain (Homo sapiens), P02675; Fibrin DD(E) TRITC-Tn6 fluorescence polarization displacement; inhibition, % at 8.3 µM; hit rate 0.21% among 370,000;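 active means inhibition above a per-campaign cutoff: mean of compounds within control limits plus 3 SD, cut at about 15% in these data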;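 further: 0% = median of all compound wells on the plate and 100% = blocking peptide control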
UHRF1 binding: UHRF1 methylated DNA binding inhibitors, primary screen, counter-screen for MBD2 inhibitor project, biochemical, TR-FRET, human UHRF1, single concentration | E3 ubiquitin-protein ligase UHRF1 (Homo sapiens), Q96T88 | UHRF1 binding to methylated oligo | AID 687016, 2013 | inhibition, % at 4.4 µM | hit rate 0.75% among 370,000; in the data active means inhibition above about 21%;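 further: UHRF1 SRA domain binding a hemimethylated CpG hairpin DNA probe; 0% = median of test compound wells and 100% = reference inhibitor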
Tn7 DDE FP: inhibitors of Tn7 peptide binding to fibrin DD(E), primary screen, biochemical, fluorescence polarization, human fibrin, Tn7 probe; hit rate 0.13% among 370,000; inhibition, % at 8.3 µM; FP displacement of FITC-Tn7 peptide from fibrin DD(E); 0% = median of compound wells per plate; Fibrinogen beta chain (Homo sapiens), P02675;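 active means inhibition above the mean of compounds falling within the control limits plus 3 SD of them, cut at about 14% in these data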;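 further: 0% = plate median of compound wells and 100% = 10 µM Aha-Tn7 peptide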
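system = human fibrin DD(E) protein | quantity = DD(E) 2 µM final | medium = Tris/NaCl/CaCl2 buffer, pH 7.8 | also added = labelled Tn7 tracer, 0.1 µM | compound dosing = single point at 8.3 µM | timing = compound with protein 10 min, then 3 h after probe, room temperature | signal = FP measurement | benchmarks = Aha-Tn7 high control | repeats = one replicate per compound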
proKLK7 act: proKLK7 zymogen activators, primary screen, biochemical, fluorescence intensity | purified proKLK7, EDANS-DABCYL substrate fluorescence; 100% is mature enzyme control, 0% vehicle | activation, % at 7 µM | hit rate 0.9% among 370,000 | AID 652039, 2013;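 active means activation above the mean of all tested compounds plus 3 SD, computed per campaign excluding outliers beyond control limits, cut at about 13% in these data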
Target sequence (P49862 whole entry, looked up): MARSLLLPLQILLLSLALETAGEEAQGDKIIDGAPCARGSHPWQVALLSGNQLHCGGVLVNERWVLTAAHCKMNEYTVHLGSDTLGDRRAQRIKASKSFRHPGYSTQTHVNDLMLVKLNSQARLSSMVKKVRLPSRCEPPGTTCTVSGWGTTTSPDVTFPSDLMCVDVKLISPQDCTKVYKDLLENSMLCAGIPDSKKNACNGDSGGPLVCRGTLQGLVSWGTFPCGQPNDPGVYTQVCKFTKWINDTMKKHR
TCR-CD3 inh: inhibitors of human TCR-CD3 interaction, primary screen, biochemical, fluorescence, TAMRA-labeled TCR probe; T-cell receptor (TCR); inhibition, % at 9.4 µM; hit rate 0.37% among 360,000; AID 651800, 2012; in the data active means inhibition above about 19%;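 further: recombinant mutant TCR 2C K166C tagged with TAMRA read by polarization; 0% = receptor in buffer alone and 100% = receptor with positive control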
MBD2 DNA inh: inhibitors of MBD2 binding to methylated DNA, primary screen, biochemical, TR-FRET, DNA-binding domain, human; hit rate 0.31% among 370,000; Methyl-CpG-binding domain protein 2 (Homo sapiens), Q9UBB5; MBD2 binding to methylated oligonucleotide; AID 686964, 2013; inhibition, % at 4.4 µM; in the data active means inhibition above about 13%
PRMT1 FP inh: PRMT1 methyltransferase inhibitors, primary screen, biochemical, fluorescence polarization | recombinant PRMT1, activity-based probe fluorescence polarization | inhibition, % at 2.79 µM | hit rate 1.3% among 370,000;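 active means inhibition above about 21% made by adding two undisclosed values, limit read from the data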
Target sequence (Q99873 whole entry, looked up): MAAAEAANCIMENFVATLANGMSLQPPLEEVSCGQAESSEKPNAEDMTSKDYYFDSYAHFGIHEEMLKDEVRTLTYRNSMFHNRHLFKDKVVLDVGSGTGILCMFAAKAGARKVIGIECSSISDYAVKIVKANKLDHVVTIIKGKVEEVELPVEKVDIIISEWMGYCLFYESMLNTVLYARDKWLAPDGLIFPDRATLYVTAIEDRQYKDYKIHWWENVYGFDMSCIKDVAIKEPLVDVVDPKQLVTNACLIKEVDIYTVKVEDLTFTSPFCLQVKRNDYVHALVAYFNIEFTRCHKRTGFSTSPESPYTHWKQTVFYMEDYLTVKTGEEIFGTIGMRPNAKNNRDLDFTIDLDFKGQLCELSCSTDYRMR
TDP2 absorb: human TDP2 enzyme inhibitors, primary screen, biochemical, epi absorbance, recombinant enzyme; Tyrosyl-DNA phosphodiesterase 2 (Homo sapiens), O95551; T5PNP hydrolysis, p-nitrophenol absorbance 415 nm; inhibition, % at 12.8 µM; hit rate 0.34% among 370,000; AID 720702, 2013;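 active means inhibition above the mean of all tested compounds plus 3 SD, set per campaign, cut at about 25% in these data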;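 further: 0% = DMSO with enzyme and 100% = buffer with substrate but no TDP2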
Target sequence (O95551 whole entry, looked up): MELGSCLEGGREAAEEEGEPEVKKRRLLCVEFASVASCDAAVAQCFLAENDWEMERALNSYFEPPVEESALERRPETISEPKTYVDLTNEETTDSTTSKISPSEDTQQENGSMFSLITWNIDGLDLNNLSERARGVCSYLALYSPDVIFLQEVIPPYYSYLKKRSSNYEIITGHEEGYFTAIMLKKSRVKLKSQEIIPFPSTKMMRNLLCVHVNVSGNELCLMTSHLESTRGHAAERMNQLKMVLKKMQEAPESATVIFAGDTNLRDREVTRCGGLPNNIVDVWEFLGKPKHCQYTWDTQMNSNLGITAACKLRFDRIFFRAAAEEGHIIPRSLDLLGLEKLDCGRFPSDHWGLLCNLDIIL
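Incubation: 2 h at 37 °C; Test system: recombinant human TDP2; Quantity: enzyme 120 nM; Read-out basis: percent inhibition; Medium: 50 mM Tris-HCl pH 7.5 with Mg2+, KCl, DTT, BSA; Repeats: single replicate; Compound: 12.8 µM single point, 1% DMSO; Signal: epi absorbance; Reagent: 5 mM T5PNP chromogenic substrate; Benchmarks: no-enzyme high, DMSO-plus-enzyme low.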
LEDGF integ inh: blockers of LEDGF/p75-dependent integrase strand transfer – biochemical, TR-FRET, high throughput, primary screen; TR-FRET IN-LEDGF/p75 DNA integration, Eu/Cy5; inhibition, % at 3.7 µM; hit rate 0.64% among 370,000; AID 743269, 2014;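 active means inhibition above the screen-wide mean plus 3 SD, cut at about 13% in these data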;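 further: signal is the Cy5 over europium emission ratio at 671 and 618 nm; 0% = plate median of compound wells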
SIAE inh: human SIAE inhibitors, primary screen, biochemical, fluorescence polarization, FP-Rh probe, 1536-well HTS | AID 1053197, 2014 | inhibition, % at 9.66 µM | hit rate 0.69% among 370,000 | SIAE FP-Rh probe binding;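 active means inhibition above a cutoff: mean of compounds within the control limits plus 3 SD of those, cut at about 17% in these data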;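 further: 0% = plate median of compound wells and 100% = probe without SIAE protein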
The depositor's hits bear a star; · = no result given.

Each structure is followed by: Tn6 DDE FP	UHRF1 binding	Tn7 DDE FP	proKLK7 act	TCR-CD3 inh	MBD2 DNA inh	PRMT1 FP inh	TDP2 absorb	LEDGF integ inh	SIAE inh
(1) COc1ccc(S[C@]2(C(=O)N(C)C)CC(=O)N(c3ccc(OC)cc3)[C@@H]2c2ccc(OC)cc2)cc1
 : -1	2	-1	0.2	·	-2	-2	-13	3	-1
(2) COc1ccc(NC(=O)C(CCSC)N2C(=O)c3ccccc3C2=O)cc1 (configuration not stated)
 : -5	1	-3	0.1	2	4	1	-8	2	-1
(3) COc1ccc(CCN(C)C2CCCN(S(=O)(=O)c3ccccc3)C2)cc1OC (configuration not stated)
 : -2	3	-13	0.8	-4	-1	0	-14	1	-1
(4) CCC1(c2ccc(F)cc2)NC(=O)N(CC(=O)N(CCC#N)c2ccccc2)C1=O (configuration not stated)
 : 2	1	-2	0.3	8	0	6	12	-1	-1
(5) CC1CCCCN1C(=O)CSc1nnc2c(n1)[nH]c1ccc(F)cc12 (configuration not stated)
 : 6	0	-7	0.2	6	-4	-2	12	4	-4
(6) NC(Cc1ccc(F)cc1)c1csc(Nc2cc(NCc3ccco3)ncn2)n1 (configuration not stated)
 : -6	-1	-8	-0.9	-8	3	1	-4	0	0
(7) Cc1cccc(C)c1NC(=O)CNC(=O)C(C)N1CCCCC1 (configuration not stated)
 : -8	1	6	0.1	-9	2	-3	5	3	1
(8) COC(=O)c1cc(OC)c(OC)cc1NC(=O)c1csc(C)c1
 : 7	0	7	-0.3	-1	4	-2	3	1	-8
(9) CCOc1ccc(-c2noc(CCC(=O)NCCc3ccccc3)n2)cc1OC
 : -2	4	0	0.4	4	-7	-3	-4	4	8
(10) Cc1occc1-c1nnc(SCC(=O)N2CCOCC2)n1Cc1ccco1
 : -6	-2	-2	-0.1	1	7	0	2	0	0
(11) COc1cc(SC)ccc1C(=O)Nc1ccc(C)cc1
 : 2	0	-5	0.5	-1	-2	2	-5	-1	-3
(12) C#CCn1c2ccccc2c(=O)n1CCOc1ccccc1OC
 : -3	0	9	0.2	-1	-3	4	3	-3	4
(13) COc1ccc(-c2noc(-c3ccccc3C(=O)Nc3cccnc3)n2)cc1OC
 : 3	-1	3	0.4	-1	2	2	-3	-4	3
(14) O=[N+]([O-])c1ccc(-c2ccc(/C=N/Nc3nc(NCc4ccccc4)nc(N4CCOCC4)n3)o2)cc1
 : -7	1	-6	0.0	-1	3	-2	-11	2	5
(15) O=C(Nc1sc2c(c1C(=O)O)CCC2)c1ccccc1F
 : 9	-2	1	-0.1	-2	-6	1	-2	1	-1
(16) Cc1ccc(S(=O)(=O)Nc2ccc(S(=O)(=O)N3CCCC3)cc2)cc1
 : -7	-1	0	-0.4	-7	0	-1	-6	1	-8
(17) COCCOC(=O)C1=C(C)NC(SCC(=O)NC(C)(C)C)=C(C#N)C1c1ccco1 (configuration not stated)
 : 1	2	2	3.1	4	0	1	1	7	-6
(18) C/C(=N\NC(=O)c1ccco1)c1ccc(C(=O)O)s1
 : 1	0	5	0.2	-1	3	2	3	-2	-5
(19) NC(=O)c1ccc(SCC(=O)OCC(=O)NCc2ccco2)c([N+](=O)[O-])c1
 : 0	0	-1	0.5	-2	-1	26*	11	0	0
(20) COc1ccc(C(=O)C2CCCN(C(=O)c3ccccc3C(C)=O)C2)cc1F (configuration not stated)
 : 5	13	5	0.2	-1	3	1	-3	-4	-3
(21) O=C(COC(=O)c1ccco1)Nc1ccccc1[N+](=O)[O-]
 : 6	0	2	-0.2	-3	5	5	-11	-1	-2
(22) COc1ccc2nc(SCC(C)=O)c(C#N)cc2c1
 : -1	0	8	0.4	3	-1	2	10	-2	11
(23) Cc1ccccc1Cn1nnc(-c2ccc3c(c2)OCO3)n1
 : -5	1	4	-0.4	3	1	-1	-4	1	3
(24) CC(C)Sc1nc2c(c(=O)[nH]c(=O)n2C)n1CCc1ccccc1
 : -2	1	2	-0.2	0	-4	-3	4	1	1
(25) COc1ccc2cc1Oc1ccc(cc1)C[C@H]1c3cc(c(OC)cc3CCN1C)Oc1c(OC)c(OC)cc3c1[C@H](C2)N(C)CC3
 : -1	2	4	-0.5	-6	4	-2	13	-2	4
(26) O=C(CP(=O)(c1ccccc1)c1ccccc1)N1CCCCC1
 : 0	-1	-5	-0.5	1	5	-1	-3	-1	3
(27) CC1=C(C(=O)Nc2cc(C(=O)N3CCN(c4cccc(C)c4C)CC3)ccc2C)SCCO1
 : 5	1	-4	0.4	7	-4	0	2	2	-2
(28) Cc1cc(C)c2c(N)c(C(=O)c3ccc(Br)cc3)oc2n1
 : 2	2	4	-0.1	5	-3	-5	21	3	0
(29) CC(C)NC(=O)C1(C)CSCC(=O)N1CCCn1ccnc1 (configuration not stated)
 : 4	-2	-13	0.1	0	2	3	10	2	-2
(30) Cc1ccc2[nH]cc(CCNC(=O)c3ccco3)c2c1
 : 4	1	0	-0.1	-4	0	0	2	-4	3

Single records, from the list above. Values in the order: Tn6 DDE FP, UHRF1 binding, Tn7 DDE FP, proKLK7 act, TCR-CD3 inh, MBD2 DNA inh, PRMT1 FP inh, TDP2 absorb, LEDGF integ inh, SIAE inh
Record of `CC1=C(C(=O)Nc2cc(C(=O)N3CCN(c4cccc(C)c4C)CC3)ccc2C)SCCO1` = 5, 1, -4, 0.4, 7, -4, 0, 2, 2, -2
Record of `COC(=O)c1cc(OC)c(OC)cc1NC(=O)c1csc(C)c1` = 7, 0, 7, -0.3, -1, 4, -2, 3, 1, -8
Record of `COc1ccc(CCN(C)C2CCCN(S(=O)(=O)c3ccccc3)C2)cc1OC` (configuration not stated) = -2, 3, -13, 0.8, -4, -1, 0, -14, 1, -1

The results go on.
Each structure is followed by: Tn6 DDE FP	UHRF1 binding	Tn7 DDE FP	proKLK7 act	TCR-CD3 inh	MBD2 DNA inh	PRMT1 FP inh	TDP2 absorb	LEDGF integ inh	SIAE inh
(31) Cc1ccc(NC(=S)NNS(=O)(=O)c2ccc3ccccc3c2)cc1Cl
 : -2	3	6	-0.7	-9	-5	2	-5	4	18*
(32) CCn1cc(CNC(=O)c2cc([N+](=O)[O-])c(C)c([N+](=O)[O-])c2)cn1
 : 0	8	-5	0.0	2	0	5	6	0	0
(33) Cn1c(N)c(C(=O)Nc2cccc(Cl)c2)c(=O)n(C)c1=O
 : 1	1	-1	-0.5	-2	-2	4	-4	2	-13
(34) O=C(NC(=S)Nc1nc(-c2ccc(Br)cc2)cs1)c1cccnc1
 : 6	-3	-6	0.6	1	16*	1	3	2	0
(35) O=C1C=C(Nc2ccccc2)c2ccccc2C1=O
 : 10	-8	1	-0.3	-1	-19	6	22	11	3
(36) COc1ccc(CN(C)[C@H]2C[C@H]3c4[nH]c5ccccc5c4CCN3C[C@H]2[C@H](C)O)cc1
 : 5	-1	8	4.2	2	1	5	1	-3	0
(37) CCOc1ccccc1Nc1nc(-c2cccnc2)cs1
 : -2	1	-3	-1.1	0	8	5	6	-5	2
(38) CC(C)c1csc(CN2CCC(N3CCC(C(=O)NCC4CCCO4)CC3)CC2)n1 (configuration not stated)
 : -4	-2	-4	0.1	1	0	-2	11	-3	-2
(39) CCn1cc(C(=O)NCCc2ccc(C)cc2)c(=O)c2cc(S(=O)(=O)N(C)C)ccc21
 : -2	2	2	-0.4	5	6	4	-5	2	-7
(40) CC(C)c1ccccc1OCCCCN1CCCCC1
 : 2	-2	3	-0.5	1	2	0	-1	0	-1
(41) CN(Cc1ccccc1)C(=O)C1CCN(S(=O)(=O)c2cccc3nonc23)CC1
 : 3	0	3	0.3	-1	1	3	4	-3	7
(42) COc1ccccc1NC(=O)C1CCCN(S(=O)(=O)c2cnc[nH]2)C1 (configuration not stated)
 : 6	0	7	0.2	10	-4	-4	3	-3	0
(43) CCSc1nccc(-c2nn(-c3ccc(C)cc3)ccc2=O)n1
 : 5	5	0	4.2	1	3	1	-7	3	7
(44) CC(C)c1nnc(SCC(=O)NC(C)(C)C)n1C
 : 7	0	4	-0.5	1	-4	-1	5	-3	-1
(45) O=C(CC(=O)NCc1cccnc1)NCc1cccnc1
 : -1	5	-3	0.2	-4	-2	-1	7	-2	-1
(46) Cc1ccc(S(=O)(=O)N2CCC(=O)N([C@H](COC(=O)Nc3ccccc3)Cc3ccccc3)CC2)cc1
 : -2	10	-4	0.6	2	-4	-6	-9	4	-5
(47) OCCN(Cc1ccccc1)CC1CC=CCC1 (configuration not stated)
 : -2	2	3	0.1	-10	6	-1	0	2	8
(48) N#Cc1cc(-c2ccccc2)cnc1Sc1ccccc1
 : -8	-1	6	-0.2	3	1	-3	-12	7	-7
(49) Cc1ccc(-c2nnc(SCC#N)n2N)cc1
 : 2	4	2	0.0	-2	3	-4	-2	2	11
(50) CCNC(=S)NNC(=O)c1ccccn1
 : -1	10	-6	-0.2	8	2	0	-9	-2	-4
(51) O=C(NCc1ccccn1)Nc1cc(Cl)ccc1Cl
 : 2	0	3	-0.6	-3	-2	-1	12	-3	1
